yeast cln2 rad14 = NCI yeast anticancer drug screen, S. cerevisiae cln2 rad14 strain | growth inhibition, % at 50 µM | hit rate 8.3% among 78,000;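 also: 0% = growth of vehicle-only cultures of the same strain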
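Compounds are applied to the cln2 rad14 yeast strain, and growth is then compared with that of vehicle-treated cultures to give inhibition.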
mec2-1 = NCI yeast anticancer drug screen, S. cerevisiae mec2-1 strain | growth inhibition, % at 50 µM | hit rate 9% among 79,000 | AID 157;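 also: 0% = growth of vehicle-only cultures of the same strain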
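mec2-1 yeast strain, carrying an alteration in DNA damage repair or cell cycle control, was exposed to compounds; growth inhibition was measured relative to vehicle-treated controls.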
rad50 = NCI yeast anticancer drug screen, S. cerevisiae rad50 strain. growth inhibition, % at 50 µM. hit rate 10% among 79,000. AID 155;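 also: 0% = growth of vehicle-only cultures of the same strain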
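Vehicle-treated cultures provide the reference for the growth inhibition reported for compound-exposed, repair-deficient yeast.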
yeast bub3 = NCI yeast anticancer drug screen, S. cerevisiae bub3 mutant strain | % growth inhibition at 50 µM | hit rate 9.9% among 78,000;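 also: 0% = growth of vehicle-only cultures of the same strain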
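Whole-cell yeast assay. The mutant strain was incubated with compounds, and growth inhibition was determined by comparison with vehicle-treated cells.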
yeast mlh1 rad18 = NCI yeast anticancer drug screen, S. cerevisiae mlh1 rad18 strain; hit rate 11% among 79,000; % growth inhibition at 50 µM; AID 175;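 also: 0% = growth of vehicle-only cultures of the same strain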
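Test agents were incubated with a yeast strain of defined genotype (DNA damage repair defect). Inhibition of growth was derived by comparison with vehicle-exposed cultures.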
sgs1 mgt1 = NCI yeast anticancer drug screen, S. cerevisiae sgs1 mgt1 strain | growth inhibition, % at 50 µM | hit rate 10% among 78,000 | AID 161;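 also: 0% = growth of vehicle-only cultures of the same strain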
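Growth of a repair-deficient yeast mutant was monitored after compound treatment and expressed as inhibition relative to vehicle-treated cultures.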
* hit, by the source's call. Rule as the data show it: active = growth inhibition above about 70%; inactive = the rest.

Results follow in this order: yeast cln2 rad14	mec2-1	rad50	yeast bub3	yeast mlh1 rad18	sgs1 mgt1
CCC(C(=O)O)C(C)(C)C (stereo not drawn)
→ -5	1	7	0	9	2
C/C(=N\NS(=O)(=O)c1ccccc1)c1ccc[n+]([O-])n1
→ 4	-8	1	4	-4	-7
COC(=O)c1ccc(C(=O)OC)c2nc3ccccc3nc12
→ 9	9	13	15	8	8
Nc1nc2nc(-c3ccccc3)[nH]c2c(=O)[nH]1
→ -52	7	-4	-15	-12	0
CCOC(=N)c1cn(C2OC(CO)C(O)C2O)c2nc[nH]c(=O)c12 (stereo not drawn)
→ 23	-5	3	16	0	11
Cc1cc(Br)cc(C)c1NC(=O)C(=O)Nn1c(=S)[nH]c2ccccc2c1=O
→ 13	-16	-9	-8	1	-6
COc1ccc(-c2c(N)nc(=S)[nH]c2C(=O)O)cc1
→ -21	10	-9	9	-18	-9
CCOC(=O)C1=C(C)OC(=O)CC1C (stereo not drawn)
→ 9	-16	33	-24	14	4
CC(=O)c1ccc(NC(=O)/C(Cc2ccccn2)=N/NC(=O)C[N+](C)(C)C)cc1
→ -25	0	15	0	13	-17
CN(C)C(=S)/N=c1\ss/c(=N\C(=S)N(C)C)n1C1CCCCC1
→ -23	9	15	-19	22	13
O=c1[nH]c(=O)n(C2OC(CO)C(O)C2O)cc1I (stereo not drawn)
→ 15	-10	-10	6	-14	-7
Oc1cccc2ccc(Br)nc12
→ 5	15	-10	5	-3	7
CC[N+](CC)(CC)CC(=O)c1ccc(Br)cc1
→ 0	13	19	25	8	13
OCC1OC(c2ccccc2)CC1O (stereo not drawn)
→ 6	-38	42	-28	-39	-28
O=c1[nH]c(-c2ccccc2)nc2c1sc1nc3ccccc3n12
→ 6	-15	13	-35	-23	-30
Cn1cc2c3ccccc3nc-2c2ccccc21
→ 12	30	28	8	-4	12
CC(=O)Nc1cccc2c1ccc1ccc3ccccc3c12
→ -3	61	77*	6	71*	71*
N#CCCN(CCC#N)c1ccc(/C=C2/C=C(c3ccccc3)OC2=O)cc1
→ 8	0	22	-6	11	19
CC(C)S(=O)(=O)c1s[nH]c(=O)c1-c1ccccc1
→ 6	0	-15	-4	-1	12
CCCC(C)OC(=O)Nc1cccc(Cl)c1 (stereo not drawn)
→ 98*	98*	98*	98*	98*	99*
CCN(CC)c1oc(N(CC)CC)c(C(=O)Nc2ccccn2)c(=O)c1C(C)=O
→ 17	-34	2	-18	-13	4
Cc1nc2ccccc2c(C(=O)O)c1O
→ 7	-10	9	11	20	2
NC(N)=N/N=C/c1ccc([N+](=O)[O-])o1
→ 25	49	66	29	61	70*
CCOC(=O)C(C(O)c1ccc([N+](=O)[O-])cc1)P(=O)(OCC)OCC (stereo not drawn)
→ 5	-16	24	-11	-20	-5
Cc1ccc(C2[C@H]3C(=O)N(c4ccc(Cc5ccc(N6C(=O)[C@@H]7ON(c8ccccc8)C(c8ccc(C)cc8)[C@@H]7C6=O)cc5)cc4)C(=O)[C@H]3ON2c2ccccc2)cc1 (stereo partly drawn)
→ 27	-18	-24	-6	-11	-8
Cn1ncc2c(=O)[nH]cnc21
→ -18	20	12	-3	11	29
CCOC(=O)C(=O)NNc1ccccc1
→ 93*	95*	98*	97*	99*	99*
O=S1(=O)CCC(c2ccccc2)C1 (stereo not drawn)
→ 0	-11	2	-12	-7	-14
COC(=O)/C=C(/C=C1/C(C#N)=C(N)N(c2ccc(Cl)cc2)C1(C)/C(=C\C(=O)OC)C(=O)OC)C(=O)OC (stereo not drawn)
→ -9	-15	5	-5	1	-10
CCCCCCCCC(=O)Nc1nc2nc[nH]c2c(=O)[nH]1
→ -30	-33	-10	-14	-5	-15
O=C(CCN1C(=O)CC1c1ccco1)N1CCOCC1 (stereo not drawn)
→ 13	-36	-2	-18	13	-10
CSc1nc(C)c(CCOC(C)=O)c(Cl)n1
→ 0	-19	-18	17	4	-16
COC(=O)c1ccccc1N=Cc1cc(Cl)ccc1O
→ 6	23	22	20	88*	36
COC(=S)OC1CC(n2cnc3c(=O)[nH]cnc32)OC1CO[Si](C)(C)C(C)(C)C (stereo not drawn)
→ 15	7	19	-20	-1	10
O=C(NCCc1ccccc1)C1C(=O)C(=O)N(CCc2ccccc2)C1=O (stereo not drawn)
→ 4	-8	-13	-9	-22	-2
COC(=O)CSc1n[nH]c(-c2ccc(O)c([N+](=O)[O-])c2)n1
→ 66	53	54	53	57	76*
Cn1c(=O)c2[nH]c(/N=N\n3ccc4ccccc43)nc2n(C)c1=O
→ -9	22	2	25	4	-6
CCc1ccc(NC(=O)Nc2ccc(Cl)cc2)cc1
→ -17	8	-3	-1	-13	-9
Cc1nc2c(cnn2CCO)c(=O)[nH]1
→ -20	-1	-8	11	-1	-3
CC(=O)OCCc1nnnn1C
→ -22	-10	5	2	10	-15

Sorted by SMILES length (lowest first): some entries from above
Results follow in this order: yeast cln2 rad14	mec2-1	rad50	yeast bub3	yeast mlh1 rad18	sgs1 mgt1
Cc1nc2ccccc2c(C(=O)O)c1O
→ 7	-10	9	11	20	2
Cn1c(=O)c2[nH]c(/N=N\n3ccc4ccccc43)nc2n(C)c1=O
→ -9	22	2	25	4	-6
COC(=S)OC1CC(n2cnc3c(=O)[nH]cnc32)OC1CO[Si](C)(C)C(C)(C)C (stereo not drawn)
→ 15	7	19	-20	-1	10

Carrying on:
Results follow in this order: yeast cln2 rad14	mec2-1	rad50	yeast bub3	yeast mlh1 rad18	sgs1 mgt1
CCOC(=O)C(C#N)N=Nc1nc2c([nH]1)c(=O)n(C)c(=O)n2C (stereo not drawn)
→ -16	-6	3	38	-8	-9
CCC(=O)Cc1cnccn1
→ -10	-33	-47	-9	-12	-12
O=c1[nH]c2ccc(O)cc2o1
→ -10	18	33	13	22	28
COc1ccc(C(c2cc3c(cc2O)OCO3)N2CCCC2)cc1 (stereo not drawn)
→ -25	0	17	12	21	16
CCC(C)C(CO)N=Cc1ccccc1O.O.[Cu] (stereo not drawn)
→ 62	82*	65	80*	83*	74*
CC12CCC3c4ccc(O)cc4CCC3C1C/C(=C\C(=O)O)C2O (stereo not drawn)
→ -18	10	-31	9	2	3
COc1cc2c(cc1OC)[C@@H]([C@H](O)c1ccccc1)NCC2
→ 12	-5	-18	-11	-10	-17
COC(=O)n1c(C[P+](c2ccccc2)(c2ccccc2)c2ccccc2)cc2ccccc21
→ 98*	100*	99*	99*	99*	100*
CC(NC(=O)N(C)C)NC(=O)N(C)C
→ -6	-22	-18	-1	-5	-5
Clc1ccc(N2CCN(CCCN3CCN(c4ccc(Cl)cc4)CC3)CC2)cc1
→ 6	18	68	25	32	81*
CN(C)c1ccc(C(C#N)NNC(=O)Cc2ccccc2)cc1 (stereo not drawn)
→ -41	-70	-59	-47	-69	-60
C=CCOc1nc(OCC=C)nc(OCC=C)n1
→ -17	14	-4	24	-3	-6
O=C1CCC(=O)N1CCc1cccc2ccccc12
→ 5	-1	5	2	-9	30
CC/C(C)=C1\OC(=O)C(C)C(O)C(Cc2cccnc2)NC(=O)C(NC(=O)c2ncccc2O)C(C)OC1=O (stereo not drawn)
→ -10	4	-4	-3	-15	0
CN(C)CCNC(=Cc1ccc2ccccc2[n+]1C)NCCN(C)C
→ -3	20	24	-5	34	19
Cc1ccc(S(=O)(=O)CNC(=O)C(O)(O)C(F)(F)F)cc1
→ 28	-2	-25	-2	-12	-9
CC(=O)NCCCOc1ccc(N)cc1
→ -27	4	-4	-2	-12	0
O=[N+]([O-])c1cccc(C=NC23CC4CC(CC(C4)C2)C3)c1
→ 29	7	-2	30	-4	-30
NC(=S)N/N=C/c1ccc[nH]1
→ 5	10	14	7	24	10
CC1C(C)(C)P(=O)(OCCOP2(=O)C(C)(C)C(C)C2(C)C)C1(C)C (stereo not drawn)
→ -10	-1	35	4	7	22

Taken from above:
sgs1 mgt1 result of C=CCOc1nc(OCC=C)nc(OCC=C)n1 reads -6
rad50 result of CCC(C)C(CO)N=Cc1ccccc1O.O.[Cu] (stereo not drawn) reads 65

Complete entries from above:
O=C1CCC(=O)N1CCc1cccc2ccccc12 as listed: yeast cln2 rad14 = 5; mec2-1 = -1; rad50 = 5; yeast bub3 = 2; yeast mlh1 rad18 = -9; sgs1 mgt1 = 30
CN(C)c1ccc(C(C#N)NNC(=O)Cc2ccccc2)cc1 (stereo not drawn) as listed: yeast cln2 rad14 = -41; mec2-1 = -70; rad50 = -59; yeast bub3 = -47; yeast mlh1 rad18 = -69; sgs1 mgt1 = -60

The list continues.
Results follow in this order: yeast cln2 rad14	mec2-1	rad50	yeast bub3	yeast mlh1 rad18	sgs1 mgt1
CC(C)CC(=O)N1CCN(C(=O)CC(C)C)c2ccccc21
→ 6	-8	16	14	4	-19
COc1ccc(C(=Nc2ccccc2)C(=Nc2ccccc2)c2ccc(OC)cc2)cc1
→ 15	-6	16	-7	7	29
CN(C)C(=Nc1ccccc1)N(C)N
→ 1	6	-1	2	1	-13
C=CCCC(=O)OC(C)(C)C
→ 7	-15	17	6	2	21
COc1cccc(Nc2sc(C(=O)c3cc4cc(Cl)ccc4o3)c(N)c2C#N)c1
→ -3	-9	-11	-4	-8	-21
COc1ccc(Cc2nncc3ccccc23)cc1OC
→ 72*	96*	91*	96*	96*	95*
CC(O)COCc1ccccc1 (stereo not drawn)
→ 12	-39	-6	-4	-6	-2
CC[N+]1(C)CCC(O)(c2ccc(OC)cc2)C(C(=O)c2ccc(OC)cc2)C1 (stereo not drawn)
→ 20	15	-1	9	7	-5
CC(=O)NNC(=S)/N=C\C(C(=O)c1ccccc1)=C(/O)c1ccccc1
→ 2	-29	-41	-15	-19	-14
CN(C)c1ccc(O[Si](Oc2ccc(N(C)C)cc2)(Oc2ccc(N(C)C)cc2)Oc2ccc(N(C)C)cc2)cc1
→ 29	37	28	14	44	26
CC(/C=C/C(=O)c1ccccc1)=C\C=N\N(C)c1ccccc1
→ -41	3	17	5	2	-1
O=C1C(C=NC(=S)c2ccccc2)=C(O)c2ccccc21
→ 10	-12	-14	-5	6	2
CCC1(c2ccc(N3C(=O)c4ccccc4C3=O)cc2)CCC(=O)NC1=O (stereo not drawn)
→ 9	-13	-5	-9	5	86*
O=S1(=O)CS(=O)(=O)OCCO1
→ 32	7	26	11	17	15
CCN1C(/C=C/c2ccc(O)c3ncccc23)CCC2CC(C)CCC21 (stereo not drawn)
→ 89*	96*	95*	94*	94*	96*
CCOc1cc2c(cc1OC)c[n+](C)c1c3cc(OC)c(OC)cc3ccc21
→ -2	11	22	-6	15	15
Nc1c(Br)cc(Br)cc1C(=O)O
→ 17	-14	24	-7	6	42
CCc1nn2c(=O)nc(Oc3ccccc3)nc2s1
→ 3	9	-6	15	23	2
CN1C(=O)CC2(C)C1=CCc1scnc12 (stereo not drawn)
→ -29	-19	-48	-5	7	-4
CC(C)CC(CC(C)C)NCC(C)OC(=O)c1ccc(N(C)C)cc1 (stereo not drawn)
→ -8	-4	58	3	1	20

For convenience, 2 of the compounds above.
Results follow in this order: yeast cln2 rad14	mec2-1	rad50	yeast bub3	yeast mlh1 rad18	sgs1 mgt1
CN1C(=O)CC2(C)C1=CCc1scnc12 (stereo not drawn)
→ -29	-19	-48	-5	7	-4
CC(C)CC(CC(C)C)NCC(C)OC(=O)c1ccc(N(C)C)cc1 (stereo not drawn)
→ -8	-4	58	3	1	20

Carrying on.
Results follow in this order: yeast cln2 rad14	mec2-1	rad50	yeast bub3	yeast mlh1 rad18	sgs1 mgt1
O=C(O)CCC(=O)c1ccc2c3c(cccc13)CC2
→ 46	1	23	22	36	15
CC1=CCCC(C)(C)C1/C=C/C(=O)O (stereo not drawn)
→ -36	-7	8	-18	-9	-9
CO[C@@]12C[C@@H](C)[C@]34O[C@H]3C[C@]3(C)O[C@]43CC1=C(C)C(=O)O2
→ 8	1	10	28	-64	24
O=C(CCl)N(Cc1ccccc1)Cc1ccccc1
→ 43	92*	84*	85*	79*	90*
C1CCC2(CC1)CCCN2
→ -4	3	7	-2	6	1
O=C1c2cc(Cl)ccc2-n2c(noc2=O)C2CSCN12 (stereo not drawn)
→ 9	-10	-8	-18	12	-21
CCOC(=O)c1cnc(SC)nc1Nc1ccc(Cl)cc1
→ -9	-9	-14	1	-31	-7
COC1(OC)/C(=C(\N)C=O)NC(C)(C)N1O
→ 25	-5	-5	29	-38	25
CN(CCC[N+](C)(C)C)C(=O)C(c1ccccc1)c1ccccc1
→ -10	0	45	6	3	19
CCCCOC(=O)c1c2nc3c(C(=O)OCCCC)ccc(C)c3oc-2c(C)c(=O)c1NC(C)=O
→ 5	5	19	-5	5	7
CCC(CC)(C(=O)O)C(=O)O
→ -33	9	34	13	6	-3
O=C(Cl)CN1C(=O)c2ccccc2C1=O
→ -14	-24	-12	-12	0	-14

Source: PubChem (NCI)
